Source: PubChem
Bcl-B displacement = displacers of TR3 peptide from Bcl-B, primary screen, selectivity assay for Bfl-1 inhibitor project, biochemical, fluorescence polarization; Bcl-2-like protein 10 (Homo sapiens); FP displacement of FITC-TR3 peptide from Bcl-B; higher % means a stronger effect; displacement, % at 20 µM; hits with a dose series show IC50 in µM; hit rate 0.11% among 96,000; AID 748, 2007;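 active = displacement above 50% at 20 µM plus a fluorescence interference ratio under 1.5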;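 also: plate controls were wells without compound for no effect and wells lacking Bcl-B protein for full effect; a part of the inactive calls stands beside numbers as strong as those of hits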
MRP resist rev = reversal of MRP1-mediated doxorubicin resistance, primary screen, H69AR cells, doxorubicin co-treatment; H69AR cells + 2 uM doxorubicin, CellTiter-Glo, 72 h; differential viability (reversal), % at 10 µM; hit rate 0.04% among 85,000;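 active = viability drop by adding the cancer drug above about 55%, with treated viability meeting a 40% cutoff, limit read from the data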;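 also: viability without doxorubicin minus viability with 2 µM doxorubicin for each compound; larger differential means the compound sensitizes cells more to doxorubicin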
NFkB transloc inh = inhibitors of IL-1B driven NFkB p65 nuclear import, primary screen, imaging, HUVEC, IL-1B stimulus, high-content imaging | HUVEC IL-1B NFkB p65 nuclear translocation imaging | inhibition, % at 2 µM | hit rate 0.43% among 94,000;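 active = inhibition above about 30% together with a positive call from visual inspection of the well image, limit read from the data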;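 also: nuclear over cytoplasmic p65 intensity ratio measured by imaging; 0% = IL-1B stimulated DMSO wells and 100% = unstimulated DMSO wells; values of inactives mirror those of a sister screen read the other way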
PLAP inhibitors HTS = PLAP enzyme inhibitors, biochemical, luminescence, HTS (AID 690). Alkaline phosphatase, placental type (Homo sapiens). purified PLAP, luminescent substrate; higher % means a stronger effect. one-dose inhibition, % at 20 µM; IC50 in µM for titrated hits. hit rate 0.08% among 96,000; in the data active = a potency from the dose series; inactive = the rest, 99 in 100 with inhibition below about 30%; also: strong numbers were not always called active
NFkB transloc pot = enhancers of NFkB p65 translocation in HUVEC – imaging, IL-1B stimulus, high-content imaging, primary screen | HUVEC IL-1B NFkB p65 nuclear translocation imaging | activation, % at 2 µM | hit rate 0.3% among 94,000;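 active = activation above 40%, about the mean plus 3 SD, also judged a hit on visual image review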;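 also: percent activation is computed from the nuclear over cytoplasmic p65 intensity ratio; values of inactives mirror those of a sister screen read the other way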
MRP resist rev cytotoxicity = also measured in MRP resist rev; calls as there; viability, %; H69AR cells, CellTiter-Glo, 72 h; measured here: cytotoxicity without doxorubicin
MRP resist rev with doxorubicin = further read-out of MRP resist rev, marked with its call; viability, %; measured here: viability with 2 uM doxorubicin; stronger effect = lower value
NFkB transloc inh cell count 2 µM = further read-out of NFkB transloc inh, marked with its call; cell count; measured here: cells passing quality filter;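 raw number of nuclei counted in each imaged well without normalization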
NFkB transloc pot cell count 2 µM = further read-out of NFkB transloc pot, marked with its call; cell count; measured here: cells passing quality filter
Numbers without * were called inactive. Only part of the results is shown; rates above refer to the full screens.

What do the screens show for `COc1ccc(OC)c(-n2nnnc2SCC(=O)Nc2cc(C)ccc2OC)c1`?
MRP resist rev: 1; NFkB transloc inh: 2; NFkB transloc pot: -2; MRP resist rev cytotoxicity: 76; MRP resist rev with doxorubicin: 74; NFkB transloc inh cell count 2 µM: 191; NFkB transloc pot cell count 2 µM: 191

Results for Cc1ccc(OCc2nnc(SCC(=O)NCc3ccco3)n2C)cc1 ?
MRP resist rev: 2; NFkB transloc inh: -7; NFkB transloc pot: 7; MRP resist rev cytotoxicity: 93; MRP resist rev with doxorubicin: 91; NFkB transloc inh cell count 2 µM: 94; NFkB transloc pot cell count 2 µM: 94

Results for CCc1ccc(OCc2nnc(SCCN3CCOCC3)n2CC)cc1 ?
Bcl-B displacement: 7%; MRP resist rev: -7; NFkB transloc inh: 11; PLAP inhibitors HTS: -54%; NFkB transloc pot: -11; MRP resist rev cytotoxicity: 103; MRP resist rev with doxorubicin: 110; NFkB transloc inh cell count 2 µM: 165; NFkB transloc pot cell count 2 µM: 165

How did Cc1cc(OCC(=O)N2CCCC2)cc(C)c1Cl do in these assays?
Bcl-B displacement: -4%; MRP resist rev: 9; NFkB transloc inh: -16; PLAP inhibitors HTS: -29%; NFkB transloc pot: 16; MRP resist rev cytotoxicity: 92; MRP resist rev with doxorubicin: 83; NFkB transloc inh cell count 2 µM: 137; NFkB transloc pot cell count 2 µM: 137

Results for COc1cc(/C(C#N)=C/c2ccccc2)c([N+](=O)[O-])cc1OC ?
MRP resist rev: -2; NFkB transloc inh: 21; NFkB transloc pot: -21; MRP resist rev cytotoxicity: 69; MRP resist rev with doxorubicin: 71; NFkB transloc inh cell count 2 µM: 89; NFkB transloc pot cell count 2 µM: 89

Results for COC(=O)c1ccc(NC(=O)c2ccc(N(C)S(C)(=O)=O)cc2)cc1 ?
Bcl-B displacement: 1%; MRP resist rev: 3; NFkB transloc inh: -6; PLAP inhibitors HTS: 13%; NFkB transloc pot: 5; MRP resist rev cytotoxicity: 75; MRP resist rev with doxorubicin: 72; NFkB transloc inh cell count 2 µM: 150; NFkB transloc pot cell count 2 µM: 150

Results for C=CCN1C(=O)C(O)(CC(=O)c2ccc(N)cc2)c2ccccc21 (configuration not stated) ?
Bcl-B displacement: 13%; NFkB transloc inh: -19; PLAP inhibitors HTS: -9%; NFkB transloc pot: 19; NFkB transloc inh cell count 2 µM: 105; NFkB transloc pot cell count 2 µM: 105

What do the screens show for `CCOC(=O)C1=C(C)OC(N)=C(C#N)C1c1c(C)nn(-c2ccc(C)cc2)c1Cl` (configuration not stated)?
Bcl-B displacement: -12%; MRP resist rev: -13; NFkB transloc inh: 4; PLAP inhibitors HTS: -37%; NFkB transloc pot: -4; MRP resist rev cytotoxicity: 89; MRP resist rev with doxorubicin: 102; NFkB transloc inh cell count 2 µM: 58; NFkB transloc pot cell count 2 µM: 58

Results for CC1(C(=O)Nc2nccs2)Cc2ccccc2C(=O)O1 (configuration not stated) ?
Bcl-B displacement: -2%; MRP resist rev: 16; NFkB transloc inh: 2; PLAP inhibitors HTS: 17%; NFkB transloc pot: -2; MRP resist rev cytotoxicity: 94; MRP resist rev with doxorubicin: 78; NFkB transloc inh cell count 2 µM: 75; NFkB transloc pot cell count 2 µM: 75

Results for CCOC(=O)N1CCN(c2nc(-c3cccs3)cc(C(F)(F)F)n2)CC1 ?
Bcl-B displacement: -10%; MRP resist rev: 13; NFkB transloc inh: -2; PLAP inhibitors HTS: -12%; NFkB transloc pot: 2; MRP resist rev cytotoxicity: 101; MRP resist rev with doxorubicin: 88; NFkB transloc inh cell count 2 µM: 164; NFkB transloc pot cell count 2 µM: 164

Results for COc1ccc(N2C(=O)C(Cl)=C(N3CCN(Cc4ccccc4)CC3)C2=O)cc1 ?
Bcl-B displacement: 0%; MRP resist rev: 8; NFkB transloc inh: 3; PLAP inhibitors HTS: 5%; NFkB transloc pot: -3; MRP resist rev cytotoxicity: 85; MRP resist rev with doxorubicin: 77; NFkB transloc inh cell count 2 µM: 100; NFkB transloc pot cell count 2 µM: 100

How did C=CCn1c(=N)c(C(=O)NCCCOC)cc2c(=O)n3ccccc3nc21 do in these assays?
Bcl-B displacement: -11%; NFkB transloc inh: 10; PLAP inhibitors HTS: 2%; NFkB transloc pot: -10; NFkB transloc inh cell count 2 µM: 205; NFkB transloc pot cell count 2 µM: 205

Results for O=C(CSc1nnnn1C1CCCC1)N1CCCc2ccccc21 ?
Bcl-B displacement: 6%; MRP resist rev: 15; NFkB transloc inh: 11; PLAP inhibitors HTS: 2%; NFkB transloc pot: -11; MRP resist rev cytotoxicity: 79; MRP resist rev with doxorubicin: 65; NFkB transloc inh cell count 2 µM: 132; NFkB transloc pot cell count 2 µM: 132

What do the screens show for `CCCCOc1ccc(-c2nnn(CC(=O)NCc3ccco3)n2)cc1`?
Bcl-B displacement: -6%; MRP resist rev: -14; NFkB transloc inh: -26; PLAP inhibitors HTS: 9%; NFkB transloc pot: 26; MRP resist rev cytotoxicity: 29; MRP resist rev with doxorubicin: 44; NFkB transloc inh cell count 2 µM: 144; NFkB transloc pot cell count 2 µM: 144

How did CCOc1cc(C(N)=O)cc(Br)c1OC do in these assays?
MRP resist rev: -13; NFkB transloc inh: 1; NFkB transloc pot: -1; MRP resist rev cytotoxicity: 99; MRP resist rev with doxorubicin: 112; NFkB transloc inh cell count 2 µM: 81; NFkB transloc pot cell count 2 µM: 81

Results for COC(=O)C1=C(C)Nc2nc(-c3ccccc3)nn2C1c1ccc(C)o1 (configuration not stated) ?
Bcl-B displacement: 11%; MRP resist rev: 1; NFkB transloc inh: 3; PLAP inhibitors HTS: 23%; NFkB transloc pot: -3; MRP resist rev cytotoxicity: 77; MRP resist rev with doxorubicin: 76; NFkB transloc inh cell count 2 µM: 166; NFkB transloc pot cell count 2 µM: 166

How did O=C(Nc1ccc2c(c1)OCO2)c1cc2ncc(Br)cn2n1 do in these assays?
Bcl-B displacement: 0%; MRP resist rev: -6; NFkB transloc inh: -12; PLAP inhibitors HTS: 9%; NFkB transloc pot: 12; MRP resist rev cytotoxicity: 85; MRP resist rev with doxorubicin: 92; NFkB transloc inh cell count 2 µM: 114; NFkB transloc pot cell count 2 µM: 114

How did Cc1ccc(-c2nnc(-c3ccccc3)o2)cc1Br do in these assays?
MRP resist rev: 19; NFkB transloc inh: -3; NFkB transloc pot: 3; MRP resist rev cytotoxicity: 102; MRP resist rev with doxorubicin: 83; NFkB transloc inh cell count 2 µM: 98; NFkB transloc pot cell count 2 µM: 98

How did Cc1ccc(C(=O)N(CN2CCCC2=O)c2ccc(F)cc2)cc1C do in these assays?
Bcl-B displacement: 2%; MRP resist rev: 4; NFkB transloc inh: -9; PLAP inhibitors HTS: 24%; NFkB transloc pot: 9; MRP resist rev cytotoxicity: 101; MRP resist rev with doxorubicin: 98; NFkB transloc inh cell count 2 µM: 103; NFkB transloc pot cell count 2 µM: 103

How did CCC(=O)N1CCc2cc(Br)cc(S(=O)(=O)CCC(=O)NCc3ccco3)c21 do in these assays?
MRP resist rev: 11; NFkB transloc inh: 0; NFkB transloc pot: 0; MRP resist rev cytotoxicity: 84; MRP resist rev with doxorubicin: 73; NFkB transloc inh cell count 2 µM: 185; NFkB transloc pot cell count 2 µM: 185

How did COCCCNC(=O)c1ccc(CS(=O)(=O)c2ccc(OC)cc2)o1 do in these assays?
Bcl-B displacement: -7%; MRP resist rev: -4; PLAP inhibitors HTS: -15%; MRP resist rev cytotoxicity: 92; MRP resist rev with doxorubicin: 96

How did Cc1ccc(C)c2[nH]c(=O)c(CCNC(=O)c3ccc4c(c3)OCO4)cc12 do in these assays?
Bcl-B displacement: 2%; MRP resist rev: 2; NFkB transloc inh: -7; PLAP inhibitors HTS: 10%; NFkB transloc pot: 7; MRP resist rev cytotoxicity: 83; MRP resist rev with doxorubicin: 81; NFkB transloc inh cell count 2 µM: 106; NFkB transloc pot cell count 2 µM: 106

How did COC(=O)Nc1ccc(Oc2ccccc2)cc1 do in these assays?
Bcl-B displacement: 5%; MRP resist rev: 21; NFkB transloc inh: -16; PLAP inhibitors HTS: 15%; NFkB transloc pot: 16; MRP resist rev cytotoxicity: 100; MRP resist rev with doxorubicin: 79; NFkB transloc inh cell count 2 µM: 159; NFkB transloc pot cell count 2 µM: 159

What do the screens show for `O=C(NCc1cccc(C(F)(F)F)c1)C1CC(c2ccccc2[N+](=O)[O-])=NO1` (configuration not stated)?
Bcl-B displacement: 5%; NFkB transloc inh: 3; PLAP inhibitors HTS: -12%; NFkB transloc pot: -3; NFkB transloc inh cell count 2 µM: 84; NFkB transloc pot cell count 2 µM: 84

How did CC(=O)Nc1ccc(-c2cc(-c3ccc(NC(C)=O)cc3)nc(-c3ccccc3)n2)cc1 do in these assays?
Bcl-B displacement: -29%; NFkB transloc inh: -5; PLAP inhibitors HTS: -3%; NFkB transloc pot: 5; NFkB transloc inh cell count 2 µM: 137; NFkB transloc pot cell count 2 µM: 137

What do the screens show for `CCCCCCCc1c(C)nc(N2CCOCC2)[nH]c1=O`?
Bcl-B displacement: 0%; MRP resist rev: 7; NFkB transloc inh: -7; PLAP inhibitors HTS: 7%; NFkB transloc pot: 7; MRP resist rev cytotoxicity: 100; MRP resist rev with doxorubicin: 93; NFkB transloc inh cell count 2 µM: 202; NFkB transloc pot cell count 2 µM: 202

How did O=C(Nc1nc(-c2ccccc2)c(-c2ccccc2)o1)c1ccc(F)cc1 do in these assays?
Bcl-B displacement: 0%; NFkB transloc inh: 9; PLAP inhibitors HTS: -28%; NFkB transloc pot: -9; NFkB transloc inh cell count 2 µM: 142; NFkB transloc pot cell count 2 µM: 142

Results for CCOc1ccc(S(=O)(=O)N2CCN(C)CC2)c(C)c1C ?
Bcl-B displacement: 1%; MRP resist rev: -8; NFkB transloc inh: 0; PLAP inhibitors HTS: -12%; NFkB transloc pot: 0; MRP resist rev cytotoxicity: 89; MRP resist rev with doxorubicin: 98; NFkB transloc inh cell count 2 µM: 100; NFkB transloc pot cell count 2 µM: 100

How did O=C(C1CC1)N(CCc1ccccc1)Cc1nc2ccccc2c(=O)[nH]1 do in these assays?
Bcl-B displacement: 0%; MRP resist rev: -15; NFkB transloc inh: -9; PLAP inhibitors HTS: -53%; NFkB transloc pot: 9; MRP resist rev cytotoxicity: 97; MRP resist rev with doxorubicin: 112; NFkB transloc inh cell count 2 µM: 136; NFkB transloc pot cell count 2 µM: 136

How did CCC(=O)Nc1cccc(-c2nnc(SCC(=O)NCc3ccco3)n2C)c1 do in these assays?
Bcl-B displacement: 2%; NFkB transloc inh: 29; PLAP inhibitors HTS: 10%; NFkB transloc pot: -29; NFkB transloc inh cell count 2 µM: 119; NFkB transloc pot cell count 2 µM: 119

In the list so far, these contain a CF3 group:
Results for CCOC(=O)N1CCN(c2nc(-c3cccs3)cc(C(F)(F)F)n2)CC1 ?
Bcl-B displacement: -10%; MRP resist rev: 13; NFkB transloc inh: -2; PLAP inhibitors HTS: -12%; NFkB transloc pot: 2; MRP resist rev cytotoxicity: 101; MRP resist rev with doxorubicin: 88; NFkB transloc inh cell count 2 µM: 164; NFkB transloc pot cell count 2 µM: 164

What do the screens show for `O=C(NCc1cccc(C(F)(F)F)c1)C1CC(c2ccccc2[N+](=O)[O-])=NO1` (configuration not stated)?
Bcl-B displacement: 5%; NFkB transloc inh: 3; PLAP inhibitors HTS: -12%; NFkB transloc pot: -3; NFkB transloc inh cell count 2 µM: 84; NFkB transloc pot cell count 2 µM: 84
